From PubChem BioAssay
TTR transcr act: increases transthyretin transcription; SH-SY5Y TTR promoter Gaussia luciferase, luminescence; 100% = recombinant luciferase protein wells; 92,000 tested, 1.3% active; AID 1117267; activation, % at 16.7 µM;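 active means activation above the mean of all tested compounds plus 3 SD, cut at about 9.5% in these data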;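 further: cells exposed to compounds for one day before reading; 0% = median of all test compound wells on the plate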
Active calls of the source: *. Some of the compounds tested, so the mix of outcomes need not match the whole.

TTR transcr act | canonical_smiles
0.9 | COc1ccc(-c2cc(CNC(=O)CN3CCN(C)CC3)on2)cc1
3.8 | COc1ccc(Cl)cc1NC(=O)CSc1sc2c(O)cc(=O)[nH]c2c1C#N
1.0 | O=c1c2ccccc2c(C=NCc2ccccn2)c(O)n1-c1ccccc1
11* | O=C(CN1C(=O)C(=O)N(Cc2ccco2)C1=O)c1c[nH]c2ccccc12
-0.2 | Cc1cccc(N=N/C(=C\O)C(=O)c2cccs2)c1
0.6 | Cc1cc2ccccc2c(=O)n1CC(=O)NCC1COc2ccccc2O1 (stereo not drawn)
-1.7 | COc1ccccc1CNC(=O)CCCn1nc(C)c2c(C)n(-c3ccc(C)cc3)nc2c1=O
0.0 | CCOC(=O)N1CCN(S(=O)(=O)c2ccc(OC)cc2)CC1
1.5 | CN(C)/C=C/C(=O)c1ccc2noc(-c3cccc(F)c3)c2c1
-1.7 | C=CCNC(=S)N/N=C(\C)c1cccc(OC)c1
-1.1 | CC(=O)Nc1cc(C(=O)CSc2nnc(C3CC3)n2C2CC2)ccc1O
2.3 | CCOC(=O)N1CCN(C(=O)c2ccc(CS(=O)Cc3ccc(C)cc3)o2)CC1 (stereo not drawn)
-0.6 | COC(=O)c1cc(CNC(=O)c2ccccc2OCc2c(C)noc2C)ccc1OC
-0.6 | Cc1ccc(-n2c(SCC(=O)N/N=C/c3ccc(C)s3)nnc2-c2ccccc2)cc1
0.8 | CC(C)N(CCCNC(=O)Cn1ncc2c([nH]c3ccccc32)c1=O)Cc1ccccc1
0.4 | Cc1ccc(C(=O)Nc2nc(-c3ccccn3)cs2)o1
-1.2 | COc1cc(NC(=O)c2ccc(S(=O)(=O)N(C)c3ccccc3OC)cc2)cc(OC)c1
-0.1 | COc1ccc(CC(=O)Nc2c(C(N)=O)oc3ccccc23)cc1OC
-1.6 | COc1ccc(Oc2ccc(C(F)(F)F)cc2NC(=O)c2ccc(OC)cc2)cc1
0.2 | O=C1N(CC[C@@H](O)c2ccccc2)CCC12CCC(c1ccccc1)CC2 (stereo partly drawn)
-0.9 | COc1ccc(C2=NN(C(=O)c3cccs3)C(c3ccc(OC)cc3)C2)cc1 (stereo not drawn)
-0.6 | CC12CN3CC(C)(CN(C1)C3c1ccc([N+](=O)[O-])o1)C2=O (stereo not drawn)
-0.1 | COc1cccc(CC(=O)OCC(=O)NNC(=O)c2ccc([N+](=O)[O-])cc2)c1
-1.9 | CCCCCCCOC(=O)C1=C(C)Nc2ncnn2C1c1cccs1 (stereo not drawn)
3.2 | CCc1ccc(/C=N/NC(=S)NCCc2ccccc2)cc1
1.0 | O=C(Cn1c(C(F)(F)F)nc2ccccc21)c1ccc(F)cc1
-0.2 | CCOC(=O)C1CCN(C(c2cc3ccc(C)cc3[nH]c2=O)c2nnnn2C2CCCCC2)CC1 (stereo not drawn)
2.0 | COc1ccccc1CNC(=O)CSc1ccc(C)cc1
-2.1 | CCCCCc1c(-c2ccc(F)cc2)ncn1CCc1ccccc1OC
-2.3 | Cc1ccc(Cn2ncc3c(N4CCN(C5CCCC5)CC4)ncnc32)cc1

5 entries from above, ordered by the number in TTR transcr act, descending.
TTR transcr act | canonical_smiles
1.0 | O=c1c2ccccc2c(C=NCc2ccccn2)c(O)n1-c1ccccc1
0.2 | O=C1N(CC[C@@H](O)c2ccccc2)CCC12CCC(c1ccccc1)CC2 (stereo partly drawn)
-0.2 | Cc1cccc(N=N/C(=C\O)C(=O)c2cccs2)c1
-1.1 | CC(=O)Nc1cc(C(=O)CSc2nnc(C3CC3)n2C2CC2)ccc1O
-1.7 | COc1ccccc1CNC(=O)CCCn1nc(C)c2c(C)n(-c3ccc(C)cc3)nc2c1=O

Next part:
TTR transcr act | canonical_smiles
4.0 | COc1ccc(S(=O)(=O)N2CCOCC2)cc1NC(=O)COC(=O)C1CC2CCCC(C1)C2=O (stereo not drawn)
-0.7 | CS(=O)(=O)N1CCN(C(=O)c2c(F)cccc2F)CC1
0.2 | Cc1ccc2c(Cl)cc(Cl)c(OCc3c(C)noc3C)c2n1
-2.9 | C=CCOC(=O)/C(=C\c1ccc(OC)cc1)NC(=O)c1ccco1
-1.3 | COc1ccc(/C=C2\N=C(c3ccccc3)N(c3ccc(C(=O)O)cc3)C2=O)cc1OC
2.0 | CCC1(c2ccccc2)NC(=O)N(CC(=O)NCc2ccncc2)C1=O (stereo not drawn)
2.3 | COCCCN1C(=O)C(=O)/C(=C(/O)c2ccc(OC(C)C)cc2)C1c1ccc(O)c(OC)c1 (stereo not drawn)
-1.6 | C=CCN(CC=C)Cc1cc(=O)oc2ccc3ccccc3c12
2.0 | COC(=O)[C@]12C[C@H](CC(=O)NCC34CC5CC(CC(C5)C3)C4)C(=O)N(Cc3cccc4ccccc34)C1=C[C@H](C1CCCC1)O[C@@H]2C
1.4 | COc1ccccc1C(CNC(=O)C1CC(=O)N(Cc2ccccc2)C1)N1CCCC1 (stereo not drawn)
-0.4 | C=C(C)COc1ccc(-c2nc(N)nc(C)c2-c2ccc(OC)cc2)c(O)c1
-1.2 | O=C(Nc1ccc(Oc2ccccc2)cc1)C1CC1
-0.6 | COc1ccc(NC(=O)c2ccc3c(c2)CCN3S(C)(=O)=O)cc1
-0.1 | Cc1cccc(S(=O)(=O)c2c(C)cc(C)nc2Cl)c1
0.3 | CC(=O)c1ccc(S(=O)(=O)NCCCC(=O)NCCc2ccccn2)cc1

Random excerpt: five records from the list.
TTR transcr act | canonical_smiles
11* | O=C(CN1C(=O)C(=O)N(Cc2ccco2)C1=O)c1c[nH]c2ccccc12
-0.2 | CCOC(=O)C1CCN(C(c2cc3ccc(C)cc3[nH]c2=O)c2nnnn2C2CCCCC2)CC1 (stereo not drawn)
-1.6 | COc1ccc(Oc2ccc(C(F)(F)F)cc2NC(=O)c2ccc(OC)cc2)cc1
0.4 | Cc1ccc(C(=O)Nc2nc(-c3ccccn3)cs2)o1
-2.1 | CCCCCc1c(-c2ccc(F)cc2)ncn1CCc1ccccc1OC

Next section
TTR transcr act | canonical_smiles
-0.5 | CCNC(=S)NNC(=O)c1csc(C)c1
-0.6 | CCOC(=O)C1(C(F)(F)F)N=C(C(F)(F)F)Nc2ccccc21 (stereo not drawn)
-1.1 | COc1ccc(OC)c(NC(=O)C(=S)NC2CCCCC2)c1
-0.1 | CCOc1ccccc1N1CCN(Cc2cccc(OC)c2OC)CC1
-0.9 | CCCN(CCC)c1ncnc2nc[nH]c12
-1.9 | O=c1cc(CCl)nc2scc(-c3ccccc3)n12
-0.5 | Cc1ccc(F)c(NC(=O)CCc2ccccc2)c1
-2.4 | CCOC(=O)N1CCN(Cc2cc(Cl)c3cccnc3c2O)CC1
-2.1 | CCN(CC)C(=N)/C(C#N)=N/Nc1ccc(C)cc1
5.8 | Nc1ncnc(Nc2c(F)cccc2F)n1
-1.4 | CCOc1ccc(N(CC(=O)NCCSCc2ccco2)S(=O)(=O)c2ccc(F)cc2)cc1
-1.7 | NC(=S)N/N=C/c1cn(CCC(=O)O)nc1-c1cccc(Br)c1
1.1 | O=C(COc1ccccc1)NCC(=O)N/N=C/C=C/c1ccccc1
1.8 | CCOC(=O)c1cnc(SC)nc1N
1.9 | c1ccc(-c2c[n+]3c(n2-c2ccccc2)CCC3)cc1
-0.1 | COCC1CCCCN1C(=O)c1ccc2nc(Cc3ccc(OC)c(OC)c3)oc2c1 (stereo not drawn)
4.4 | CC(c1n[nH]c(=S)n1Cc1ccccc1)N(C)C (stereo not drawn)
1.1 | COc1ccc(C2N=C(c3ccccc3)C(C)(C)N2O)cc1 (stereo not drawn)
-1.1 | O=C(Nn1cnnc1)c1ccc(Cl)cc1[N+](=O)[O-]
0.9 | c1cc(-c2ccc3nncn3c2)ccc1CN1CCOCC1
0.4 | CCOC(=O)[C@@]12CCCC=C1N(CCc1ccc(Cl)cc1)C(=O)[C@H]2CC(=O)N1CCC(c2ccccc2)CC1
-1.1 | Cc1cc(C(=O)N/N=C/c2ccc(Cl)c([N+](=O)[O-])c2)c(C)n1-c1ccc(F)cc1
-1.7 | CCCc1nc2ccc(NC(C)=O)cc2c(=O)n1Cc1ccccc1Cl
-0.7 | Cc1ccc(C(=O)OCC(=O)NCCc2ccc(F)cc2)cc1S(=O)(=O)N1CCOCC1
1.0 | CCOc1ccc(C(C)=O)cc1CN1C(=O)NC2(CCCCCCC2)C1=O
0.4 | Cc1noc(N)c1C1(O)C(=O)N(C(C)C)c2ccccc21 (stereo not drawn)
-1.7 | O=C(N/N=C\C=C\c1ccc2c(c1)OCO2)C1COc2ccccc2O1 (stereo not drawn)
-0.8 | Cc1ccc2nc(NNC(=O)c3ccc(S(=O)(=O)N4CCc5ccccc5C4)cc3)sc2c1
0.2 | CCCCC(c1nc2ccccc2[nH]1)n1c(=O)c(-c2ccccc2)nc2cc(C)c(C)cc21 (stereo not drawn)
0.5 | COc1cc(OC)cc(C(=O)NCC(=O)OCC(=O)N2CC(C)CC(C)C2)c1 (stereo not drawn)

Of the compounds above, 2 contain a COOH group:
TTR transcr act | canonical_smiles
-1.3 | COc1ccc(/C=C2\N=C(c3ccccc3)N(c3ccc(C(=O)O)cc3)C2=O)cc1OC
-1.7 | NC(=S)N/N=C/c1cn(CCC(=O)O)nc1-c1cccc(Br)c1

More results
TTR transcr act | canonical_smiles
-0.9 | c1nnn(C23CC4CC(CC(C4)C2)C3)n1
0.3 | O=[N+]([O-])c1ccccc1N=Nc1c(O)[nH]c2ccc(F)cc12
-1.8 | O=C(Oc1cccc(N2C(=O)CCC2=O)c1)c1ccccc1
-1.2 | CC(C)(CO)NCC(O)Cn1cc(C=O)c2ccccc21 (stereo not drawn)
-0.7 | CCC(C)Sc1nc2c(cnn2-c2ccccc2)c(=O)[nH]1 (stereo not drawn)
1.1 | CCn1c(C)cc(/C=C2/NC(=O)N(CC(=O)Nc3cccc(C)c3)C2=O)c1C
2.5 | Cc1c(C(=O)OCC(=O)NCCN2C(=O)CSC2=O)oc2c1ccc1ccccc12
3.0 | COc1ccc(OC(=O)c2cccnc2)cc1
-2.0 | COCCNC(=O)C1CCCN(c2ncccn2)C1 (stereo not drawn)
1.0 | CCCCCNC(=O)C(C)NS(=O)(=O)c1ccc(OC)cc1 (stereo not drawn)
1.3 | OC[C@@H](O)[C@@H](O)[C@H](O)[C@@H](O)CO
0.0 | CCCC1c2ccsc2CCN1C(=S)NC (stereo not drawn)
-0.7 | COc1ccc(C=CC(=O)C=CC=Cc2ccccc2)cc1
0.2 | CC(C)C(=O)NCc1cc(-c2ccccc2)no1
2.0 | CCOC(=O)N1CCN(C(=O)CN(c2ccc(Cl)c(C(F)(F)F)c2)S(C)(=O)=O)CC1
0.2 | COc1cc(Br)cc(C(=O)N2CCc3ccccc32)c1OC
0.8 | CCN(CC)C(=O)Oc1cc(COC)nc(-c2ccccc2)n1
1.7 | COCCNC(=O)c1ccc(C2SCC(=O)N2Cc2ccco2)cc1 (stereo not drawn)
-1.4 | N#CCCn1cc(C=C(C#N)C#N)c(-c2ccc(Cl)cc2)n1
-0.7 | Clc1ccc(N2N=C(c3cccs3)CC2c2ccco2)cc1 (stereo not drawn)
-0.2 | CCNc1nc(C)c(CN(C(C)=O)c2ccccc2)nc1C#N
18* | O=C(OCc1ccccc1)c1cn(-c2ccccc2)nc1-c1ccncc1
0.2 | CCCn1c(N)c(N(CCOC)C(=O)c2cc(C)cc(C)c2)c(=O)[nH]c1=O
1.8 | Fc1ccccc1NC(=S)NCc1ccc2c(c1)OCO2
0.8 | O=C1CN=CN=CN1c1ccc(Cl)cc1Cl
-0.1 | Cc1ccnc(SCCn2c(N3CC(C)OC(C)C3)nc3c2c(=O)n(C)c(=O)n3C)n1 (stereo not drawn)
-0.2 | C=CCNC(=O)C1CC2Cn3c(nc4cc(Cl)c(Cl)cc43)C2N1C (stereo not drawn)
6.0 | COCc1cc(C)nc(N2CCOCC2)c1C#N
-0.4 | CCCC(C)NC(=O)c1cccc(Oc2ccccc2)c1 (stereo not drawn)
0.4 | Cc1cc(C)cc(Oc2ccccc2/C=C\C(=O)O)c1
-6.5 | O=C(c1ccc(S(=O)(=O)NCC2CCCO2)cc1)N1CCc2ccccc21 (stereo not drawn)
-2.2 | CCCc1nnc(SCCSc2nnc(CCC)n2N)n1N
0.3 | COc1cccc(/C=N/n2c(C3CCCCC3)n[nH]c2=S)c1
1.2 | O=C1NC(=Nc2cccc(O)c2)S/C1=C\c1cccnc1
-1.1 | CC(CCc1ccco1)NC(=O)c1cccc2c1C(=O)N(C1CCCCC1)C2 (stereo not drawn)
1.8 | CCOc1ccc(-c2n[nH]c(=S)n2Cc2ccccc2)cc1
6.4 | CCOC(=O)c1cc2c(=O)n3ccccc3nc2n(CCCOC)c1=NC(C)=O
7.4 | O=C1CC(c2ccc3c(c2)OCO3)c2cc3c(cc2N1)OCCO3 (stereo not drawn)
-0.8 | CCOc1ccc(NC(=O)CN(C)C(=O)c2ccc(COc3ccccc3)o2)cc1OCC
0.6 | CCOc1ccc(C(=O)N(C)C2CCS(=O)(=O)C2)cc1 (stereo not drawn)
-0.1 | CCN(CC)CCN(C)C(c1cc2ccccc2o1)c1nnnn1C(C)(C)C (stereo not drawn)
-1.4 | COc1ccc(Cc2nnc(SCC(=O)NCCc3ccccc3)o2)cc1
-0.2 | c1ccc(COc2cccc(CNCc3cccs3)c2)cc1
2.0 | CC1CC(=O)N(CCc2ccccc2)C(=O)C1
-1.2 | O=C(NC1CCCC1)C(c1ccc(F)cc1)N(C(=O)c1csnn1)c1ccccc1F (stereo not drawn)
-0.2 | COc1ccccc1Nc1nc(C)cc(C)n1
0.6 | Cc1nn(C)c(C)c1S(=O)(=O)N(CC(=O)NCc1cccs1)c1ccc(C(C)C)cc1
-0.7 | CC1CCN(C(=O)COC(=O)c2ccccc2C(=O)c2ccccc2)CC1
-0.1 | CC1(C)CC(=O)C=C(c2ccc(-c3cnn(Cc4ccccc4)c3)cc2)C1=O
1.6 | CC(=O)Nc1ccc(C(=O)NCC(=O)OCc2ccccc2F)cc1
